# Screening results deposited in PubChem by several laboratories.
# MsrA inh = bovine MsrA enzyme inhibitors, primary screen, biochemical, absorbance, HTS | AID 651718, 2012 | 360,000 compounds, 0.75% hits | purified bovine MsrA, absorbance read-out | inhibition, % at 15.5 µM | Methionine sulfoxide reductase A (Bos taurus); in the data active means inhibition above about 4.5%;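 further: 0% = vehicle wells with enzyme and 100% = reference inhibitor wells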
# CSN deneddyl inh = inhibitors of CSN-mediated cullin deneddylation, primary screen, biochemical, fluorescence polarization, uHTS | COP9 signalosome complex subunit 5 (Homo sapiens), Q92905 | Purified CSN, SCF-Nedd8-OG deneddylation | inhibition, % at 12.5 µM | 360,000 compounds, 0.38% hits | AID 651999, 2013;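 active means pattern-corrected inhibition above about 35%, with an unprinted fluorescence ratio check between 0.5 and 1.5, limit read from the data, passing the limit was not always enough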;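 further: 0% = enzyme with substrate and 100% = substrate without enzyme; some results filed as inactive read as strong as hits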
#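 Assay system: Purified human Csn5 enzyme expressed in HEK293T cells | Amount: Enzyme 0.24 nM | Measured by: Fluorescence polarization readout | Medium: Tris/NaCl/DTT buffer, pH 7.5 | Compound dosing: One concentration, 12.5 µM, 0.25% DMSO | Times: 90 min incubation of compound, enzyme and substrate at room temperature | Control set: no-enzyme wells high, enzyme-with-substrate wells low | Read-out: % inhibition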
# Scp1 inh = Scp-1 phosphatase inhibitors, primary screen, biochemical, colorimetric, uHTS | Carboxy-terminal domain RNA polymerase II polypeptide A small phosphatase 1 (Homo … | Recombinant Scp1, phosphopeptide, malachite green phosphate absorbance | inhibition, % at 20 µM | 340,000 compounds, 0.88% hits | AID 493091, 2011;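 active means inhibition above about 50% at 20 µM, limit read from the data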;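 further: plate controls were DMSO wells with enzyme for no effect and wells lacking enzyme for full effect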
# Target sequence (Q9GZU7 76-261 limits assumed): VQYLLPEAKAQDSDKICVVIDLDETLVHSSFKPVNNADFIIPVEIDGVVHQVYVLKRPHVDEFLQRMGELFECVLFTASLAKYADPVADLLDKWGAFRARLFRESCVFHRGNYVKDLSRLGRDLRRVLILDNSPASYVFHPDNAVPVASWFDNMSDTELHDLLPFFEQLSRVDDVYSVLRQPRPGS
#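 assay system = SCP-1 phosphatase catalytic domain, residues 76-261 | buffer or medium = 50 mM Tris acetate pH 5.5, 0.005% Tween-20, 10 mM MgCl2 | incubation = enzyme reaction 45 min at room temperature, colour 5 min, stabilisation 30 min | signal = Phosphate-binding colour reagent, absorbance read at 630 nm | measure = % inhibition at 20 µM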
# Rpn11 block = Rpn11 (PSMD14) deubiquitinase inhibitors, primary screen, biochemical, fluorescence polarization, uHTS | 26S proteasome non-ATPase regulatory subunit 14 (Homo sapiens), O00487 | human 26S proteasome, Ub4-pepOG fluorescence polarization; 20S core pre-blocked with epoxomicin | calls only at 20 µM | 360,000 compounds, 0.59% hits;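 active means inhibition at 20 µM, scaled to each plate's controls, above about 33%, limit read from the data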
# Target sequence (O00487 whole entry, looked up): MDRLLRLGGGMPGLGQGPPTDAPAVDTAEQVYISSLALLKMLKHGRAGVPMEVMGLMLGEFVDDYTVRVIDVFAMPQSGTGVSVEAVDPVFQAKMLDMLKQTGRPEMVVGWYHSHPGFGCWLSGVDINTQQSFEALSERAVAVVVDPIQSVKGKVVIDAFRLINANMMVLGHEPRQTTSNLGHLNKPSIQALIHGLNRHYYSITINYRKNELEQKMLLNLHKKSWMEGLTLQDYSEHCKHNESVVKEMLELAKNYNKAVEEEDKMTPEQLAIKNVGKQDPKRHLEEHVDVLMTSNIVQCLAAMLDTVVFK
# TbMetRS inhib = T. brucei MetRS inhibitors, primary screen, biochemical, luminescence. methionyl-tRNA synthetase (Trypanosoma brucei brucei). purified T. brucei MetRS, ATP depletion, Kinase-Glo luminescence. inhibition, % at 11.9 µM. 360,000 compounds, 0.4% hits. AID 624268, 2012;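 active means inhibition above a per-plate cutoff of the control wells' mean inhibition plus 3 SD, cut at about 5.5% in these data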;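 further: 0% = DMSO wells median and 100% = median of wells with control inhibitor compound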
#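 Dosing: 11.9 µM compound single dose, 0.9% DMSO; Assay system: purified T. brucei MetRS enzyme; Measured by: Kinase-Glo luciferase luminescence reporting remaining unconsumed ATP; Schedule: 15 min plus 2 h at 25 °C.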
# SUMO1 PPI mod = modulators of SUMO1 protein-protein interactions, primary screen, biochemical, uHTS. 360,000 compounds, 0.33% hits. inhibition, % at 20 µM. SUMO1 binding to a labelled peptide, TR-FRET, 1 h. AID 602429, 2012; in the data active means inhibition above about 37%
# Target sequence (P63165 whole entry, looked up): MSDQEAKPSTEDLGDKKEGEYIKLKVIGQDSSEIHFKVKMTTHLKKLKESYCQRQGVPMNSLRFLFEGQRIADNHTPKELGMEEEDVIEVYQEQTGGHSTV
# STEP block = STEP phosphatase inhibitors, primary screen, biochemical, fluorescence intensity, uHTS; recombinant STEP, OMFP fluorogenic substrate; 360,000 compounds, 0.25% hits; inhibition, % at 20 µM;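 active means inhibition at 20 µM, scaled per plate between control wells, above about 37%, limit read from the data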;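 further: 0% = DMSO with enzyme and substrate and 100% = substrate only without enzyme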
#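 System: STEP phosphatase, cell-free reaction; Buffer or medium: Bis-Tris pH 6.0 buffer with DTT, detergent; Incubation: 20 min at room temperature, dark; Measured by: fluorescence, 480/540 nm.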
# NadD block = inhibitors of S. aureus NadD, primary screen, biochemical, colorimetric, uHTS; 360,000 compounds, 0.78% hits; inhibition, % at 20 µM; purified NadD enzyme, colorimetric absorbance read-out; AID 602399, 2012; Nicotinate-nucleotide adenylyltransferase NadD (Staphylococcus aureus N315); in the data active means inhibition above about 26%; further: some compounds past the cut are filed as inactive
# LMPTP block = LMPTP phosphatase inhibitors, primary screen, biochemical, fluorescence intensity, uHTS; inhibition, % at 20 µM; 360,000 compounds, 0.22% hits; AID 651560, 2012; recombinant LMPTP-A, OMFP fluorogenic substrate; Low molecular weight phosphotyrosine protein phosphatase (Homo sapiens), P24666;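 active means compounds that cut the enzyme signal by at least half of the control window in the single-dose screen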;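 further: plate controls were DMSO wells with enzyme plus substrate for no effect and substrate without enzyme for full effect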
# Target sequence (P24666 whole entry, looked up): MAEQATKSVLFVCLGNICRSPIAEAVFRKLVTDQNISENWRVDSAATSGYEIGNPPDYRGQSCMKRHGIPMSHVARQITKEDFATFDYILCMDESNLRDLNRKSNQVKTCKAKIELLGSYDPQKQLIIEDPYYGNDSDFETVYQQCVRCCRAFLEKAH
#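 Test system – LMPTP-A phosphatase enzyme · Quantity – 0.625 nM LMPTP-A final · Reagent – OMFP substrate, 400 µM final · Dosing – one test concentration per compound, 20 µM, with 3% DMSO overall · Timing – 50 min enzyme reaction at room temperature, protected from light · Detection – fluorescence intensity · Controls – substrate-only low control, DMSO enzyme-plus-substrate high control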
# DNMT1 block = human DNMT1 methyltransferase inhibitors, primary screen, biochemical, molecular beacon, fluorescence, HinP1I cleavage, uHTS; 360,000 compounds, 0.83% hits; DNA (cytosine-5)-methyltransferase 1 (Homo sapiens), P26358; inhibition (reported as % activation of signal), % at 10 µM; in the data active means inhibition above about 50%
# Active calls of the source: *; i = inactive; x = not tested or not shown; + = active, no number.
SMILES,MsrA inh,CSN deneddyl inh,Scp1 inh,Rpn11 block,TbMetRS inhib,SUMO1 PPI mod,STEP block,NadD block,LMPTP block,DNMT1 block
COc1ccc(CCNC(=O)CC(c2ccccc2)c2cccc(C)c2O)cc1OC (stereo not drawn),-0.8,-6,-9,i,-0.1,4,3,-3,1.8,3
O=C(CNS(=O)(=O)c1ccc(F)c(Cl)c1)N1CCCCCC1,-1.4,0,-5,i,-0.2,2,1,-7,-2.6,5
CC1CC(NC(=O)c2c(O)nc3ccccn3c2=O)CC(C)(C)C1 (stereo not drawn),-0.2,-3,-6,i,-0.5,1,0,-1,0.1,0
CN1c2ccccc2-c2nc3ccccc3n2C1c1cccs1 (stereo not drawn),1.8,0,-8,i,0.6,5,4,1,3.5,-9
COCCNC(=O)/C(C#N)=C/c1c(F)cccc1Cl,-1.4,-5,-3,i,-0.1,1,-2,1,-0.2,-5
CCOC(=O)C1=C(C)N=c2sc(=Cc3ccc(OCC(=O)O)cc3)c(=O)n2C1c1ccc(SC)cc1 (stereo not drawn),0.7,38*,x,+,-0.5,107*,94*,26,65*,89*
C[C@@H]1CC[C@@]2(O[C@H](CCO)C[C@@H](O)[C@@H]2O)O1,0.5,2,-11,i,-0.2,3,0,-2,-0.9,3
O=C(COC(=O)CCN=C1NS(=O)(=O)c2ccccc21)NNC(=O)c1ccc(Cl)cc1,0.6,0,-11,i,-0.2,3,2,0,-0.7,1
CN(Cc1cccc(F)c1)C(=O)CN1CCN(S(=O)(=O)c2ccc3c(c2)OCCCO3)CC1,0.8,0,-5,i,-0.6,1,-1,1,-0.6,1
CC1CN(C(=O)/C=C/c2ccccc2[N+](=O)[O-])CC(C)O1 (stereo not drawn),3.6,-1,-10,i,-0.9,-9,0,3,-1.4,0
Cn1nnnc1SCSc1nnnn1C,-0.4,-1,-3,i,0.0,-3,-1,3,-1.4,1
Cc1ccc(C)c(C(O)c2ncc(-c3ccccc3)[nH]2)c1 (stereo not drawn),-0.5,-4,x,i,0.6,4,0,-5,-0.6,2
COc1ccccc1NC(=O)c1cc(Cl)nc2ccccc12,-1.3,6,-17,i,0.3,-3,-2,-2,-0.7,2
Cc1ccc(NC(=O)C2(c3cccs3)CCOCC2)cc1C,-1.1,-5,-10,i,-1.0,2,0,-5,-1.2,2
O=C(c1cc(COc2cccc3cccnc23)on1)N1CCC[C@H]1CO,0.2,3,x,i,-0.2,-6,-1,1,-0.2,2
CC(C)[C@H](NC(=O)c1ccccc1Cl)C(=O)OCc1cc([N+](=O)[O-])cc2c1OCOC2,-0.3,-3,-6,i,0.2,-11,-3,4,-1.2,1
COc1ccc(CN(C)CC(=O)Nc2ccccc2C(F)(F)F)cc1,-0.5,10,-9,i,-0.5,-2,2,-3,0.3,2
COc1ccccc1-n1cc2ccc([N+](=O)[O-])cc2n1,0.5,3,-5,i,-0.6,-29,2,-15,1.0,0
O=c1cc(NCc2ccccc2)[nH]c(=O)[nH]1,-0.1,0,-9,i,-0.3,6,1,-4,-1.1,-4
CC(C)CN(C(=O)COC(=O)c1cccnc1Cl)c1c(N)n(Cc2ccccc2)c(=O)[nH]c1=O,-1.2,8,-6,i,-0.3,2,1,4,-0.2,-6

# Rpn11 block: entries above that show a hit.
SMILES,MsrA inh,CSN deneddyl inh,Scp1 inh,Rpn11 block,TbMetRS inhib,SUMO1 PPI mod,STEP block,NadD block,LMPTP block,DNMT1 block
CCOC(=O)C1=C(C)N=c2sc(=Cc3ccc(OCC(=O)O)cc3)c(=O)n2C1c1ccc(SC)cc1 (stereo not drawn),0.7,38*,x,+,-0.5,107*,94*,26,65*,89*

# Other records follow:
SMILES,MsrA inh,CSN deneddyl inh,Scp1 inh,Rpn11 block,TbMetRS inhib,SUMO1 PPI mod,STEP block,NadD block,LMPTP block,DNMT1 block
Cc1csc(=O)n1CCC(=O)OCc1nnc(-c2ccccc2)o1,-0.1,-1,-5,i,-0.2,0,-4,-4,0.8,1
O=C(Nc1ccccc1F)c1ccc(COc2ccc(Cl)cc2Cl)o1,0.3,1,-9,i,1.6,-2,-1,-5,2.7,2
Cc1nc2nc(SCC(=O)NCc3ccco3)nn2c(C)c1Cc1ccccc1,-1.1,-1,15,i,0.0,12,1,5,2.2,5
CSc1nc(N)c(C(=O)NC2CCCCC2)s1,3.0,0,-10,i,-1.4,-2,-4,-3,4.6,-2
COc1cccc(NC(=O)C2C3C=CC4(O3)C2C(=O)N(C(C)C)C4C(=O)NC2CCCCC2C)c1 (stereo not drawn),-1.2,-4,-2,i,-0.3,0,-2,-6,-0.2,3
COC(=O)c1ccc(CSCc2ccc(C(=O)OC)o2)o1,0.8,-3,10,i,-1.7,-3,0,-3,0.8,2
O=C1CN(C(=O)NCC(=O)N[C@@H](Cc2ccccc2)C(=O)O)c2ccccc2N1,0.5,2,-7,i,-1.7,5,-2,-6,-0.8,-1
O=c1[nH]c(=O)n([C@H]2C[C@H](O)[C@@H](CO)O2)cc1I,-1.4,-1,-4,i,-0.8,0,0,0,-0.7,2
O=C(c1cccs1)N1CCN(Cc2nc(-c3ccccc3)no2)CC1,-2.1,-3,x,i,-0.1,-3,-3,7,0.3,-1
c1ccc(C(c2c[nH]c3ccccc23)c2c[nH]c3ccccc23)nc1,0.5,-10,-8,i,-0.9,6,1,1,1.1,-14
COc1cc(C)c(Cl)cc1S(=O)(=O)NCCN1CCOCC1,-1.3,-1,-1,i,0.9,6,-10,-1,-0.5,3
Brc1ccc(-n2cccc2/C=N/n2cnnc2)cc1,3.4,0,-13,i,-1.1,-12,2,-2,-2.7,-2
COc1cc([C@@H]2CC=C(C(=O)O)[C@H](c3ccccc3)N2S(=O)(=O)c2ccc(C)cc2)cc(OC)c1OC,-0.6,-1,1,i,-0.2,4,-1,1,-1.5,-1
CCn1nc(C)c(/C=N/NC(=O)Cn2nccc2C)c1C,0.0,1,-4,i,0.2,3,2,-3,-0.7,-5
Cc1cc(=O)oc2cc(OC(C)C(=O)NCCCN3CCCC3=O)c(Cl)cc12 (stereo not drawn),2.1,-2,-9,i,0.2,-4,-3,-4,-2.1,-2
CN(CCOCCOc1ccc2ccccc2c1)Cc1ccccc1,-1.3,2,-4,i,-1.4,-2,0,-8,0.6,1
Cc1csc(=O)n1CCC(=O)OCC(=O)Nc1cc(Cl)ccc1[N+](=O)[O-],2.5,4,1,i,-0.7,-33,-2,-7,1.6,2
CN1CCN(CC(=O)Nc2ccc(S(=O)(=O)N(C)C)cc2)CC1,-1.1,2,-22,i,-1.0,1,0,-7,-4.5,-2
COc1cccc(/C=C/C(=O)OCC(=O)N2CCCC2)c1OC,0.7,1,-2,i,-0.4,-14,-2,6,-2.2,3
Nc1sc(-c2ccccc2)n[n+]1Cc1cccc2cccnc12,-0.8,4,-6,i,0.6,-7,2,-12,6.7,-1

# Results in TbMetRS inhib, NadD block and DNMT1 block, for two of the compounds above:
smiles | TbMetRS inhib | NadD block | DNMT1 block
CN(CCOCCOc1ccc2ccccc2c1)Cc1ccccc1 | -1.4 | -8 | 1
Cc1csc(=O)n1CCC(=O)OCC(=O)Nc1cc(Cl)ccc1[N+](=O)[O-] | -0.7 | -7 | 2

# The list continues:
SMILES,MsrA inh,CSN deneddyl inh,Scp1 inh,Rpn11 block,TbMetRS inhib,SUMO1 PPI mod,STEP block,NadD block,LMPTP block,DNMT1 block
Cc1ccc(NC(=O)COc2ccccc2C(=O)NCCc2ccccc2)cc1,0.2,6,-9,i,-1.8,-4,-1,-9,3.7,2
COc1ccc(N2CCN(C(=O)Nc3cccc(C(F)(F)F)c3)CC2)cc1,-0.1,0,-4,i,-0.2,2,2,-2,2.0,-2
COc1cc(NC(=O)c2ccc(-c3ccc(F)c(F)c3)c3ccoc23)cc(OC)c1OC,0.5,-3,x,i,-0.4,-8,2,-7,2.4,-2
CCOc1ccc2oc(C(=O)N(Cc3nnc(-c4ccccc4Cl)o3)C3CC3)c(C)c2c1,0.1,-3,-12,i,-0.4,-11,0,-5,3.5,-5
O=C(CSc1nnc(-c2cnccn2)n1Cc1ccco1)c1ccc2ccccc2c1,1.1,2,-11,i,0.2,-13,3,21,1.5,-5
CC(=O)NC1(C(F)(F)F)C(=O)Nc2c1c(=O)[nH]c(=O)n2Cc1ccco1 (stereo not drawn),1.0,-4,-2,i,-1.0,1,0,6,-1.2,8
O=C(NCCc1ccccc1O)c1cc2c(cc1[N+](=O)[O-])OCO2,2.1,65,0,i,-0.5,-33,-2,-1,-1.2,43
CC1(C(=O)NC2CCCCC2)CCC(=O)N1CCOc1ccccc1 (stereo not drawn),0.0,-4,x,i,-1.3,3,-2,-5,0.1,9
Cc1cccc(-n2nnnc2SCc2csc(-c3ccccc3)n2)c1,0.6,2,-15,i,0.0,-2,0,12,2.2,-2
CCn1c(SCC(=O)Nc2nc(C)cs2)nnc1C(NC(=O)c1ccccc1Cl)C(C)C (stereo not drawn),-0.2,-3,4,i,-0.9,-3,-2,3,3.1,0
CCCn1cc(SCC(=O)Nc2ccc3c(c2)OCO3)c2ccccc21,0.3,0,-12,i,0.3,8,0,-9,1.9,-4
COc1cccc(CNc2nc3cc(-c4cscc4C)sc3c(=O)n2C)c1,0.0,-3,x,i,-0.1,-10,0,5,2.8,-12
O=C1C=C(c2cc3ccccc3s2)C[C@@H](c2ccc(F)cc2)C1,0.7,2,-14,i,-0.1,7,2,-3,3.2,-3
